# From PubChem BioAssay
# M5 PAM = human M5 muscarinic receptor positive allosteric modulators, primary screen, CHO-K1 cells, Fluo-8 calcium fluorescence; CHO-K1 hM5, ACh EC20 PAM; 0% = ACh EC20, 100% = ACh EC100; activation, % at 3 µM; 360,000 compounds, 0.3% hits; AID 624038, 2012;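 active = activation above the run cutoff, the mean activation of all test compounds plus 3 SD, cut at about 18% in these data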
#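 system = human M5 receptor in CHO-K1 cells | reagent = EC20 acetylcholine as agonist stimulus | compound dosing = single-point, 3 µM nominal | incubation = Fluo-8 loading 80 min at 37 °C plus 30 min room temperature | detection = Fluo-8 calcium dye fluorescence, kinetic read | benchmarks = low control EC20 acetylcholine (0%), high control EC100 acetylcholine (100%)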
# M5 ag = human M5 muscarinic receptor agonists, primary screen, CHO-K1 cells, Fluo-8 calcium fluorescence. Muscarinic acetylcholine receptor M5 (Homo sapiens), P08912. CHO-K1 hM5 cells; 0% DMSO wells, 100% maximal acetylcholine response. activation, % at 3 µM. 360,000 compounds, 0.19% hits. AID 624037, 2012;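 active = activation above the run's mean over test compounds plus 3 SD, cut at about 23% in these data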;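 note: signal is peak over basal fluorescence ratio across the kinetic read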
# CRFR2-BP antag = antagonists of CRF-BP/CRF-R2 complex, primary screen, cell-based, HEK293, calcium dye fluorescence, uHTS | CRF-induced calcium fluorescence | inhibition, % at 11.8 µM | 350,000 compounds, 0.59% hits;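 active = inhibition of the ligand-induced calcium signal above about 50% at the single tested concentration, limit read from the data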
# CHRM5 antagonist = human M5 muscarinic receptor antagonists, primary screen, CHO cells, Fluo-8 calcium fluorescence; Muscarinic acetylcholine receptor M5 (Homo sapiens), P08912; CHO-hM5 cells, ACh EC80; inhibition, % at 3 µM; 360,000 compounds, 0.59% hits; AID 624040, 2012;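 active = inhibition above a per-plate cutoff, the mean of that plate's test compounds plus 3 SD, cut at about 27% in these data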;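 note: 0% = acetylcholine EC80 with DMSO and 100% = DMSO without agonist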
# M4 antag = human M4 muscarinic receptor antagonists, primary screen, CHO cells, Fluo-8 calcium fluorescence | Muscarinic acetylcholine receptor M4 (Homo sapiens), P08173 | inhibition, % at 3 µM | 360,000 compounds, 0.73% hits | CHO-hM4 cells, ACh EC80;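 active = inhibition above its plate's cutoff, the mean inhibition of sample wells plus 3 SD, cut at about 27% in these data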;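 note: 0% = acetylcholine EC80 with DMSO and 100% = DMSO without agonist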
# IDE inh = human IDE inhibitors in live cells, primary screen, fluorescence polarization, HEK cells, FAbetaB substrate; inhibition, % at 5.59 µM; 320,000 compounds, 0.41% hits; FAbetaB cleavage; Insulin-degrading enzyme (Homo sapiens), P14735;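 active = percent inhibition above the average of all tested compounds plus 3 SD, set per screening campaign, cut at about 16% in these data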;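 note: IDE supplied by intact live HEK cells; FP after avidin binding of uncleaved biotin substrate so inhibition keeps polarization high; 0% = DMSO wells and 100% = 60 µM reference IDE inhibitor Ii1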
# Target sequence (P14735 whole entry, looked up): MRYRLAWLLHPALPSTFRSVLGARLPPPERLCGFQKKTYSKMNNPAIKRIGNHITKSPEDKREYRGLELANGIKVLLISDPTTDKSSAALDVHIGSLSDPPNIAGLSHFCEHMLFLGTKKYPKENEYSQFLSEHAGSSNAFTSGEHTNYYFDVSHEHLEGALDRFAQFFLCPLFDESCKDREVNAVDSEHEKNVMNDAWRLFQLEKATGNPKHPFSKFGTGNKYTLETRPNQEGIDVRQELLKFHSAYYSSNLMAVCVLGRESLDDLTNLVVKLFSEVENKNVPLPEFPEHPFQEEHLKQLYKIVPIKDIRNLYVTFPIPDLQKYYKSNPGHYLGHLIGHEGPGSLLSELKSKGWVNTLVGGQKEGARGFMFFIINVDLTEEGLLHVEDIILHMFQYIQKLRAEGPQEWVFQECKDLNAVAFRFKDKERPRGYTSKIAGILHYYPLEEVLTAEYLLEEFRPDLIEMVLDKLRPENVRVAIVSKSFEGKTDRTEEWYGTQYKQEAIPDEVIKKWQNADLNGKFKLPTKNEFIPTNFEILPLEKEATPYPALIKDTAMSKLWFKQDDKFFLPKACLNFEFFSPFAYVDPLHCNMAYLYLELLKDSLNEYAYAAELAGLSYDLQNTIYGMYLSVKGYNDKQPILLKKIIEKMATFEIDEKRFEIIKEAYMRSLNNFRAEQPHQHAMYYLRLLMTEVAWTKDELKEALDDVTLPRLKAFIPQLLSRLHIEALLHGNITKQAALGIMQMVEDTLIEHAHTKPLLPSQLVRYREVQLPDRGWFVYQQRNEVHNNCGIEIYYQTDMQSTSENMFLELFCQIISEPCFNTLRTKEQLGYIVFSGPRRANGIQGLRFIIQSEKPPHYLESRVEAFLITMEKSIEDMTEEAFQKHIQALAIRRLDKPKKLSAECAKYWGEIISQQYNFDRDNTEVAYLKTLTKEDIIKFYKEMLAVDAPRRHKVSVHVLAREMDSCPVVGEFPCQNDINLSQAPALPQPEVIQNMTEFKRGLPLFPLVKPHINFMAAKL
# CRFBP-R2 agonist = agonists of CRF-BP/CRF-R2 complex, primary screen, cell-based, HEK293, calcium dye fluorescence, uHTS; 350,000 compounds, 0.46% hits; CRF-binding protein / CRF receptor 2 complex (human); AID 588473, 2011; activation, % at 13.2 µM; calcium dye fluorescence (FLIPR); percent of saturating CRF peptide response;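 active = activation of at least 50%, plus an integration ratio under a set limit after plate pattern correction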;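 note: plate controls were neutral control wells without compound for no effect and CRF at EC100 for full effect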
# CHRM4 PAM = human M4 muscarinic receptor positive allosteric modulators, primary screen, CHO-K1 cells, Fluo-8 calcium fluorescence | Muscarinic acetylcholine receptor M4 (Homo sapiens), P08173 | CHO-K1 hM4/Gqi5, ACh EC20; 0% = ACh EC20, 100% = maximal ACh | activation, % at 3 µM | 360,000 compounds, 0.4% hits | AID 624126, 2012;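 active = activation above its plate's cutoff, the mean activation of sample wells plus 3 SD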; note: some results filed as inactive read as strong as hits
# CHRM4 agonist = human M4 muscarinic receptor agonists, primary screen, CHO-K1 cells, Fluo-8 calcium fluorescence; Muscarinic acetylcholine receptor M4 (Homo sapiens), P08173; CHO-K1 hM4/Gqi5; vehicle 0%, full acetylcholine response 100%; activation, % at 3 µM; 360,000 compounds, 0.14% hits;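 active = activation above the run mean over all test wells plus 3 SD, cut at about 32% in these data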;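 note: peak over basal fluorescence ratio per well then scaled between controls; 0% = DMSO wells and 100% = acetylcholine at EC100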
# * = called active by the depositor; nt = not tested or not shown. Outcome played no part in choosing rows. About 2.9% of those tested had a hit in this group.
SMILES,M5 PAM,M5 ag,CRFR2-BP antag,CHRM5 antagonist,M4 antag,IDE inh,CRFBP-R2 agonist,CHRM4 PAM,CHRM4 agonist
O=C(Nc1ccccc1)c1ccsc1,4,0,-6,0,-9,7,1.4,0,0
CCOc1ncccc1C(=O)N(C)CC(=O)Nc1ccc(F)cc1,3,1,3,-7,1,1,-3.9,-1,0
CCOC(=O)Cn1c(C)c(Br)c(=O)c2cccc(C)c21,0,-4,26,-3,-1,4,-0.8,2,-1
O=S(=O)(c1cc(Cl)sc1Cl)N1CCCC1,4,-13,-1,-5,-20,4,-3.0,23,1
CCOCCCNCC(=O)Nc1ccccc1N1CCOCC1,1,1,-5,-6,-7,2,-2.2,15,1
Cc1ccc(OCC(=O)N(C)CC(=O)Nc2ccc(F)cc2)c([N+](=O)[O-])n1,-3,-5,24,6,-14,2,-0.4,13,5
CCCCS(=O)CC(COC)OC(=O)c1ccccc1 (configuration not stated),2,0,-6,2,1,3,1.4,-5,0
O=C(Nc1ccc(N2CCOCC2)cc1)c1cc2ccccc2o1,-18,1,-2,5,-2,4,-0.5,-8,8
Cc1ccc(NC(=O)O/N=C/c2ccc(F)cc2)cc1,-3,-3,0,-2,-3,-2,0.6,-1,2
Cc1ccc(C23CC4CC(CC(NC(=O)NN)(C4)C2)C3)cc1,1,-3,-11,2,4,3,-0.1,-2,0
CCOC(=O)c1ccc(Nc2cc3ccccc3c(=O)[nH]2)cc1,-14,9,-13,17,13,2,0.2,-8,7
Cc1ccc(-c2cnc(C(O)c3cc(C)cc(C)c3)[nH]2)cc1 (configuration not stated),2,2,nt,-4,-4,nt,nt,8,0
COc1cc(NC(=O)CN(C)S(=O)(=O)c2cccs2)cc(OC)c1,-1,-4,5,17,4,-3,-5.3,5,1
CC(NC(=O)CN1CCN(c2ccc(Cl)cc2)CC1)c1ccccc1 (configuration not stated),-2,3,-2,1,-4,1,-0.1,-1,4
NS(=O)(=O)c1ccc(S(=O)(=O)N(CCc2ccccc2)Cc2ccccn2)cc1,-11,-4,-6,12,9,5,0.0,-5,4
CNC(=O)c1ccsc1NC(=O)CCS(=O)(=O)c1ccc(F)cc1,-2,6,4,7,-1,-1,28,-3,4
NC(=O)CN1CCN(S(=O)(=O)c2ccc(Cl)cc2)CC1,1,-3,-8,-1,6,9,-0.3,0,1
COCCNC(=O)C1(C)C=CC2(CCCCC2)N1C(=O)c1ccccc1 (configuration not stated),-6,1,23,7,3,-1,-4.6,-4,2
Cc1cccc(-n2c(O)c(C=Nc3ccccc3-c3n[nH]c(=S)[nH]c3=O)c3ccccc3c2=O)n1,-7,-3,2,3,1,22*,0.7,14,1
Cc1ccc(S(=O)(=O)N2CCN(C3CC(=O)N(CCc4ccccc4)C3=O)CC2)cc1C (configuration not stated),2,0,-12,-3,-12,4,2.2,2,5
CCc1ccc(OCC(=O)Nc2ccc(CN3CCCCC3)cc2)cc1,1,-5,-36,4,-2,4,-0.6,0,4
Cc1ccc2c(c1)N=C(c1ccccc1)CC(C(Cl)Cl)=N2,-5,4,3,5,13,0,5.7,-7,0
COc1cc(NC(=O)COC(=O)CNC(=O)c2ccc(C)cc2)c(C)cc1[N+](=O)[O-],6,-3,-19,6,2,-1,0.1,2,0
O=C(CC(C(=O)O)C1CCCO1)NCCc1ccc2c(c1)OCO2 (configuration not stated),4,0,3,1,22,2,0.1,6,1
O=C1CC2c3ccccc3C1C1C(=O)N(CCO)C(=O)C21 (configuration not stated),0,-1,-8,9,6,5,0.5,-7,1
# Continuation.
SMILES,M5 PAM,M5 ag,CRFR2-BP antag,CHRM5 antagonist,M4 antag,IDE inh,CRFBP-R2 agonist,CHRM4 PAM,CHRM4 agonist
O=C(OCC(=O)N1CCOCC1)c1ccccc1OCc1ccccc1Cl,-2,-2,11,10,-3,2,-1.2,-4,4
COc1ccc(NS(=O)(=O)NC(=O)c2c(C)n(C)c3ccccc23)cc1,9,-4,27,-5,-11,7,-3.0,5,1
Cc1ccsc1CN(C)c1ncnc2ccc(-c3ccoc3)cc12,12,0,nt,-14,-15,nt,nt,2,3
Cc1ccc(NC(C)c2cc(Cl)ccc2O)cc1 (configuration not stated),2,-3,-1,-2,-6,-2,0.3,8,-2
C#CCNC(=O)C[C@@H]1C[C@@]2(C(=O)OCC)CCCC=C2N(Cc2ccc3c(c2)OCO3)C1=O,10,2,nt,-19,-10,nt,nt,20,1
Cc1ccc(-c2n[nH]c(=O)c3ccccc23)cc1S(=O)(=O)NCCO,-6,-2,8,4,0,7,-1.0,6,0
Cc1onc(-c2ccccc2)c1C(=O)Nc1ccccc1NC(=O)c1c(-c2ccccc2)noc1C,-5,-2,3,2,1,-2,1.0,3,1
C#CCn1c(S(=O)(=O)Cc2ccccc2Cl)nc(-c2ccccc2)c1-c1ccccc1,-2,-3,25,-4,2,-10,6.4,-5,-1
COc1ccc(C(c2nnnn2C2CCCCC2)N2CCN(c3ccc(OC)cc3)CC2)cc1 (configuration not stated),3,-6,15,-6,-2,1,0.0,-2,1
CSc1ccccc1NC(=O)c1ccccc1N(C)S(C)(=O)=O,-2,-2,-18,-1,-4,-6,0.4,-3,0
Cc1nn(-c2ccccc2)c(Cl)c1/C=C1\SC(=S)NC1=O,-16,-1,27,23,11,0,0.6,-7,4
CC(=O)N1CCc2cc(NC(=O)C3(C)CCN3Cc3ccccc3Cl)ccc21 (configuration not stated),-5,-1,nt,7,5,nt,nt,-7,7
COc1ccccc1C(=O)Nc1nsc(-c2ccccc2)n1,-7,-3,-23,17,0,5,0.0,6,2
O=C(NCCO)/C(=C\c1ccc([N+](=O)[O-])o1)NC(=O)c1ccccc1,0,0,-12,6,-6,5,6.7,6,1
CCOc1ccc2nc(NC(=O)CSc3nc(-c4ccccc4)c(C#N)c(=O)[nH]3)sc2c1,-13,1,7,19,12,nt,0.0,-4,9
CC(C)(C)c1ccc(C(=O)NNC(=O)C2CCCCC2)cc1,-2,-2,-10,0,-6,-8,-1.1,0,1
COc1ccccc1C(=O)NCC(=O)OCC(=O)NNC(=O)c1ccc(Br)cc1,4,-1,-5,5,0,0,-0.1,-2,0
COC(=O)c1c(NC(=O)CSc2ncn[nH]2)sc(C)c1C,1,5,nt,8,-13,1,nt,13,-1
Cn1ccnc1SCC(=O)c1cccc(Br)c1,-1,-3,11,0,2,-1,-0.5,-8,1
CCCN1CCN(CCCNC(=O)Cn2nc(-c3ccc(Cl)cc3)ccc2=O)CC1,3,-5,14,1,4,1,-2.4,-3,0
COC(=O)c1ccccc1NC(=O)c1ccc(-c2ccccc2F)o1,-1,2,2,8,2,0,-2.8,6,1
O=C1CCN(C2CCN(Cc3nc(Cc4ccccc4F)no3)CC2)CCN1,0,-2,23,-2,-1,-1,-0.1,-2,0
Cc1cc(Br)cn2c(Cc3cccc(F)c3)c(-c3ccccc3)nc12,2,-2,nt,1,0,nt,nt,-3,-1
Cc1cccc(C(=O)N/N=C2/SCC(=O)N2Cc2ccccc2)c1,-1,0,6,17,-4,1,-8.8,4,1
CC1CCN(S(=O)(=O)CCNC(=O)c2ccc3c(c2)OCO3)CC1,2,3,7,4,-9,-5,-1.5,0,1
# More results
SMILES,M5 PAM,M5 ag,CRFR2-BP antag,CHRM5 antagonist,M4 antag,IDE inh,CRFBP-R2 agonist,CHRM4 PAM,CHRM4 agonist
CCOC(=O)C(C)Oc1cccc2c(=O)n(CC(=O)Nc3cccc(OC)c3)ccc12 (configuration not stated),-5,3,19,-2,-13,3,0.8,1,3
Cc1ccc(C(=O)Nc2ccccc2C(=O)NC(C(=O)O)C(C)C)cc1 (configuration not stated),1,1,17,1,-6,-1,-0.6,6,0
O=C(NCc1cccc(C(F)(F)F)c1)N1CCN(S(=O)(=O)c2ccccc2F)CC1,3,2,-12,6,-10,2,0.1,-7,6
Cc1ccc(NC(=O)CN(C)S(=O)(=O)c2ccc3c(c2)n(C)c(=O)c(=O)n3C)cc1,-2,-5,1,10,7,-2,-1.0,0,0
CC1CCCCN1c1nnc(N)s1 (configuration not stated),1,2,-5,-7,0,-4,-2.7,5,1
CC(C)(C)c1ccc(/C=N/OCC(=O)NCc2ccccc2)cc1,3,0,8,-9,-16,3,-1.4,5,-2
CN(C)c1cccc2c(S(=O)(=O)N3CCCC3)cccc12,4,-4,1,-6,-12,5,0.8,8,1
O=C(NCC1CCCO1)C1CC1(c1ccccc1)c1ccccc1 (configuration not stated),1,-2,-14,2,-3,-1,-1.4,2,0

# Gathered by group: those above with a Cl atom (10)
SMILES,M5 PAM,M5 ag,CRFR2-BP antag,CHRM5 antagonist,M4 antag,IDE inh,CRFBP-R2 agonist,CHRM4 PAM,CHRM4 agonist
O=S(=O)(c1cc(Cl)sc1Cl)N1CCCC1,4,-13,-1,-5,-20,4,-3.0,23,1
CC(NC(=O)CN1CCN(c2ccc(Cl)cc2)CC1)c1ccccc1 (configuration not stated),-2,3,-2,1,-4,1,-0.1,-1,4
NC(=O)CN1CCN(S(=O)(=O)c2ccc(Cl)cc2)CC1,1,-3,-8,-1,6,9,-0.3,0,1
Cc1ccc2c(c1)N=C(c1ccccc1)CC(C(Cl)Cl)=N2,-5,4,3,5,13,0,5.7,-7,0
O=C(OCC(=O)N1CCOCC1)c1ccccc1OCc1ccccc1Cl,-2,-2,11,10,-3,2,-1.2,-4,4
Cc1ccc(NC(C)c2cc(Cl)ccc2O)cc1 (configuration not stated),2,-3,-1,-2,-6,-2,0.3,8,-2
C#CCn1c(S(=O)(=O)Cc2ccccc2Cl)nc(-c2ccccc2)c1-c1ccccc1,-2,-3,25,-4,2,-10,6.4,-5,-1
Cc1nn(-c2ccccc2)c(Cl)c1/C=C1\SC(=S)NC1=O,-16,-1,27,23,11,0,0.6,-7,4
CC(=O)N1CCc2cc(NC(=O)C3(C)CCN3Cc3ccccc3Cl)ccc21 (configuration not stated),-5,-1,nt,7,5,nt,nt,-7,7
CCCN1CCN(CCCNC(=O)Cn2nc(-c3ccc(Cl)cc3)ccc2=O)CC1,3,-5,14,1,4,1,-2.4,-3,0
